# Screening results: PubChem BioAssay, Broad Institute
# EZH2 inh = EZH2/PRC2 methyltransferase inhibitors, primary screen, biochemical, DELFIA time-resolved fluorescence, single point; PRC2 H3K27 methylation, DELFIA TRF, 1 h; actives 0.35% (n = 57,000); AID 651548, 2012; inhibition, % at 12.5 µM; Histone-lysine N-methyltransferase EZH2 (Homo sapiens), Q15910;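 active = mean inhibition of replicates at least 50% and every single replicate also reaching 50%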;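 also: dimethyl H3K27 on biotinylated H3 21-44 peptide detected by antibody; plate controls were median neutral control wells for no effect and median positive control wells for full effect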
# IDH1 mut inh = inhibitors of IDH1 R132H reductase, primary screen, biochemical, plate reader, single point. inhibition, % at 10 µM. actives 0.18% (n = 70,000). diaphorase/resazurin fluorescence, 60 min. AID 624101, 2012; in the data active = inhibition above about 34%;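 also: 0% = DMSO and 100% = no enzyme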
# Target sequence (O75874 whole entry R132H): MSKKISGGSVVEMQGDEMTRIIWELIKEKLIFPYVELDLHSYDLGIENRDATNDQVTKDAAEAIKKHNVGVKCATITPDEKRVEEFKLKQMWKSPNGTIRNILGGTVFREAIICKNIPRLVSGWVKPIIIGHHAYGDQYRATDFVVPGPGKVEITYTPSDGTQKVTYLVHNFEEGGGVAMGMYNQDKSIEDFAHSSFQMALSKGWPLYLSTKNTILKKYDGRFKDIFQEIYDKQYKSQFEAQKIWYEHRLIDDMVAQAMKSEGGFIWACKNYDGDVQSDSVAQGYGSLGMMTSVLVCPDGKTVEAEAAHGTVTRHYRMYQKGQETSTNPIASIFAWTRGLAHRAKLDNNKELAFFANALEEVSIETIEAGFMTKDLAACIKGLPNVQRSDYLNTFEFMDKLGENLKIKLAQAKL
# Starred values were filed as active, the others as inactive; · = no result given. A portion of the library; the hit share may differ from the screen's.
SMILES,EZH2 inh,IDH1 mut inh
O=C(CCCN1C(=O)c2ccccc2C1=O)Nc1ccc(Nc2ccccc2)cc1,-13,0.0
C[C@@H]1CN([C@@H](C)CO)C(=O)c2cc(NC(=O)C3CC3)ccc2O[C@H]1CN(C)S(=O)(=O)c1ccc(F)cc1,-3,0.1
CN(C)Cc1cn(CC[C@@H]2CC[C@H](NC(=O)Nc3ccc4c(c3)OCO4)[C@H](CO)O2)nn1,5,-0.3
COCC(=O)Nc1ccc2c(c1)[C@H]1C[C@@H](CC(=O)NCc3ccccn3)O[C@@H](CO)[C@H]1O2,1,-0.8
C[C@@H]1CN([C@H](C)CO)C(=O)c2cccc(NS(=O)(=O)c3cn(C)cn3)c2O[C@@H]1CN(C)Cc1ccc(C(F)(F)F)cc1,4,0.5
C[C@@H]1CN([C@@H](C)CO)C(=O)Cc2cc(NC(=O)Cn3cnnn3)ccc2O[C@@H]1CN(C)Cc1ccncc1,3,·
CC/C=C\C/C=C\C/C=C\C/C=C\C/C=C\C/C=C\CCC(=O)O,-3,-0.3
CC1(C)CC(O)CC2(C)OC(=O)C=C12 (centres undefined),·,0.2
O=C(C[C@H]1CC[C@H](NC(=O)c2ccncc2)[C@H](CO)O1)NCC1CC1,-1,0.0
CO[C@H]1CN(C)C(=O)c2cc(NC(=O)c3ccccc3)ccc2OC[C@H](C)NC[C@@H]1C,4,-0.2
Cc1ccc(-c2cnc3c(c2)C(=O)N([C@H](C)CO)C[C@@H](C)[C@H](CN(C)C(=O)c2ccccc2)O3)cc1,·,-1.6
COCC(=O)N1C[C@H](C)[C@H](OC)CN(C)C(=O)c2cc(NC(=O)c3ccccc3)ccc2OC[C@@H]1C,18,-0.2
C[C@@H]1CN([C@H](C)CO)C(=O)c2cc(NC(=O)Cn3cnnn3)ccc2O[C@@H]1CN(C)Cc1ccc2c(c1)OCO2,·,2.2
C[C@@H]1CN([C@@H](C)CO)C(=O)c2cc(NS(=O)(=O)c3cccs3)ccc2O[C@H]1CN(C)Cc1ccc(Oc2ccccc2)cc1,·,-1.5
C[C@H]1CN([C@@H](C)CO)S(=O)(=O)c2ccc(C#CCN(C)C)cc2O[C@@H]1CN(C)Cc1ccc2c(c1)OCO2,-7,0.5
Cc1cccc(CN(C)C[C@@H]2OCc3cnnn3CCCC(=O)N([C@@H](C)CO)C[C@H]2C)c1,3,-0.9
CO[C@H]1CN(C)C(=O)c2cc(NC(=O)NC(C)C)ccc2OC[C@H](C)NC[C@H]1C,11,·
COCC(=O)N(C)C[C@H]1Oc2ncc(C#CCC3CCCC3)cc2C(=O)N([C@H](C)CO)C[C@@H]1C,-17,-3.0
C[C@@H](NC(=O)C[C@@H]1C[C@@H]2c3cc(NC(=O)CC4CC4)ccc3O[C@@H]2[C@H](CO)O1)c1ccccc1,17,0.1
CCOC(=O)c1sc(NC(=O)CSc2nc3c(cc2C#N)CCC3)c(C#N)c1C,5,-0.3
Cc1noc(C)c1S(=O)(=O)Nc1ccc2c(c1)C(=O)N([C@H](C)CO)C[C@H](C)[C@H](CN(C)C(=O)Nc1ccc3c(c1)OCO3)OCCCC[C@H](C)O2,·,-12
CC(C)(C)C1CCc2c(sc(NC(=O)CSc3n[nH]c(-c4ccco4)n3)c2C#N)C1 (centres undefined),17,-0.1
Cc1cc(Cl)c(S(=O)(=O)Nc2cccc(C(F)(F)F)c2)cc1OCC(N)=O,2,-0.6
Cc1sc2ncnc(SCC(=O)Nc3ccccc3)c2c1-c1ccccc1,-1,0.0
C[C@@H]1CCCCO[C@@H](CN(C)S(=O)(=O)c2ccccc2)[C@@H](C)CN([C@@H](C)CO)C(=O)c2cc(NS(C)(=O)=O)ccc2O1,·,0.4
COc1cc(C2Oc3c(OC)cc(CCCO)cc3C2CO)ccc1O[C@H]1O[C@H](C)[C@@H](O)[C@H](O)[C@@H]1O (some centres undefined),·,0.3
COC(=O)c1cc(OC)c(OC)cc1NC(=O)CN1CCOCC1,-8,-0.2
Cc1noc(C)c1NC(=O)Nc1ccc2c(c1)CC(=O)N([C@H](C)CO)C[C@@H](C)[C@H](CN(C)C(=O)Nc1ccc(F)cc1)O2,·,3.6
C[C@@H]1CN([C@H](C)CO)C(=O)Cc2cc(NC(=O)CCCCCC(=O)Nc3ccccc3N)ccc2O[C@@H]1CN(C)S(=O)(=O)c1ccccc1,-9,15
C[C@H](CO)N1C[C@H](C)[C@@H](CN(C)CC2CC2)Oc2ccc(NC(=O)CCCN(C)C)cc2CC1=O,·,0.6
O=[N+]([O-])c1ccccc1OCC(O)CNC1CCCC1 (centres undefined),-4,0.3
Clc1ccc(Cn2ncc3c(NCCN4CCOCC4)ncnc32)cc1,·,-0.6
Cc1ccc(C(=O)C2C(=O)C(=O)N(Cc3cccnc3)C2c2cccc(Oc3ccccc3)c2)o1 (centres undefined),-14,0.2
CO[C@H]1CN(C)C(=O)c2cc(NS(=O)(=O)c3cccc(F)c3)ccc2OC[C@H](C)N(Cc2cc(F)ccc2F)C[C@H]1C,20,-0.9
COc1cc2c(cc1O)C1(Cc3ccc4c(c3C1=O)OCO4)N(C)CC2 (centres undefined),·,-1.3
Cc1[nH]ccc2c1[nH]c1cc(=O)ccc12,4,-1.4

# Arranged by formula weight (high to low): 13 of the compounds above
SMILES,EZH2 inh,IDH1 mut inh
Cc1noc(C)c1S(=O)(=O)Nc1ccc2c(c1)C(=O)N([C@H](C)CO)C[C@H](C)[C@H](CN(C)C(=O)Nc1ccc3c(c1)OCO3)OCCCC[C@H](C)O2,·,-12
C[C@@H]1CCCCO[C@@H](CN(C)S(=O)(=O)c2ccccc2)[C@@H](C)CN([C@@H](C)CO)C(=O)c2cc(NS(C)(=O)=O)ccc2O1,·,0.4
CO[C@H]1CN(C)C(=O)c2cc(NS(=O)(=O)c3cccc(F)c3)ccc2OC[C@H](C)N(Cc2cc(F)ccc2F)C[C@H]1C,20,-0.9
COc1cc(C2Oc3c(OC)cc(CCCO)cc3C2CO)ccc1O[C@H]1O[C@H](C)[C@@H](O)[C@H](O)[C@@H]1O (some centres undefined),·,0.3
C[C@H](CO)N1C[C@H](C)[C@@H](CN(C)CC2CC2)Oc2ccc(NC(=O)CCCN(C)C)cc2CC1=O,·,0.6
Cc1ccc(C(=O)C2C(=O)C(=O)N(Cc3cccnc3)C2c2cccc(Oc3ccccc3)c2)o1 (centres undefined),-14,0.2
CC(C)(C)C1CCc2c(sc(NC(=O)CSc3n[nH]c(-c4ccco4)n3)c2C#N)C1 (centres undefined),17,-0.1
Cc1cc(Cl)c(S(=O)(=O)Nc2cccc(C(F)(F)F)c2)cc1OCC(N)=O,2,-0.6
Cc1sc2ncnc(SCC(=O)Nc3ccccc3)c2c1-c1ccccc1,-1,0.0
Clc1ccc(Cn2ncc3c(NCCN4CCOCC4)ncnc32)cc1,·,-0.6
COc1cc2c(cc1O)C1(Cc3ccc4c(c3C1=O)OCO4)N(C)CC2 (centres undefined),·,-1.3
O=[N+]([O-])c1ccccc1OCC(O)CNC1CCCC1 (centres undefined),-4,0.3
Cc1[nH]ccc2c1[nH]c1cc(=O)ccc12,4,-1.4

# (cont.)
SMILES,EZH2 inh,IDH1 mut inh
C[C@@H]1CN([C@H](C)CO)S(=O)(=O)c2ccc(C#CC3CCCCC3)cc2O[C@@H]1CN(C)Cc1cccnc1,3,-12
C[C@@H]1O[C@@H](OC[C@H]2O[C@@H](Oc3ccc(O)cc3)[C@H](O)[C@@H](OC(=O)c3ccc(O)cc3)[C@@H]2O)[C@H](O)[C@H](O)[C@H]1O,38,2.9
O=C(CN1CCOCC1)NCC[C@H]1CC[C@H](NS(=O)(=O)c2ccc(F)cc2)[C@H](CO)O1,3,-1.0
COc1cc(C=O)cc2c1[nH]c1ccccc12,-6,-0.1
C[C@H](CO)N1C[C@H](C)[C@@H](CN(C)Cc2ccccc2)Oc2ccc(NS(C)(=O)=O)cc2C1=O,-4,3.1
COc1ccc(CN(C)C[C@@H]2OCCCC[C@H](C)Oc3ccc(NC(=O)Nc4c(C)noc4C)cc3C(=O)N([C@@H](C)CO)C[C@@H]2C)cc1,·,-0.2
C[C@H]1CN([C@@H](C)CO)C(=O)c2cccc(NC(=O)Nc3ccc(F)cc3)c2O[C@@H]1CN(C)C(=O)Nc1cccc2ccccc12,·,0.4
C[C@@H]1CN([C@H](C)CO)C(=O)c2cc(NC(=O)CCC(F)(F)F)ccc2O[C@H]1CN(C)Cc1ccc(C(=O)O)cc1,10,·
CO[C@@H]1CN(C)C(=O)c2cc(NC(=O)NC(C)C)ccc2OC[C@H](C)N(C(=O)C2CCC2)C[C@H]1C,4,-0.1
COc1ccc(CN(C)C[C@H]2OCCCC[C@@H](C)Oc3ccc(NS(=O)(=O)c4ccc(Cl)cc4)cc3C(=O)N([C@@H](C)CO)C[C@H]2C)cc1,·,0.4
CCOC(=O)c1ccc(NC(=O)CSc2nc3sc4c(c3c(=O)[nH]2)CCC4)cc1,5,3.2
CC(C)NC(=O)N(C)C[C@H]1Oc2ccc(NC(=O)c3ccncc3)cc2C(=O)N([C@H](C)CO)C[C@H]1C,0,-0.2
CCCN(C)C[C@@H]1OCCCC[C@H](C)Oc2ccc(NC(=O)CCC(F)(F)F)cc2C(=O)N([C@@H](C)CO)C[C@@H]1C,3,·
C[C@@H]1CN([C@@H](C)CO)C(=O)Cc2cc(NC(=O)C3CC3)ccc2O[C@@H]1CN(C)S(=O)(=O)c1cn(C)cn1,·,-2.7
C[C@@H]1CN([C@H](C)CO)C(=O)Cc2cc(N(C)C)ccc2O[C@H]1CN(C)S(=O)(=O)c1ccccc1,0,-1.2
CO[C@@H]1CN(C)C(=O)c2ccc(NC(=O)NC(C)C)cc2OC[C@H](C)N(C(=O)CC2CC2)C[C@H]1C,0,-0.1
Cc1noc(C)c1S(=O)(=O)N(C)C[C@@H]1Oc2ccc(NS(=O)(=O)c3cccs3)cc2C(=O)N([C@@H](C)CO)C[C@@H]1C,·,4.1
C[C@H](O)C#Cc1ccc2c(c1)O[C@H](CN(C)Cc1ccc(-c3ccccc3)cc1)[C@@H](C)CN([C@@H](C)CO)S2(=O)=O,26,0.2
CN1CCN(C(=O)C[C@H]2CC[C@@H](NS(=O)(=O)c3cccc(F)c3)[C@@H](CO)O2)CC1,5,-0.2
Nc1nc(SCC(=O)Nc2ccc(Br)cc2F)n[nH]1,-18,0.0
C[C@@H]1CN([C@@H](C)CO)C(=O)Cc2cc(NS(=O)(=O)c3ccccc3)ccc2O[C@@H]1CN(C)Cc1ccc2c(c1)OCO2,-2,2.0
C[C@@H]1CN([C@H](C)CO)C(=O)c2cc(NC(=O)Cc3ccccc3)ccc2O[C@H]1CN(C)Cc1ccc(C(=O)Nc2ccccc2N)cc1,-11,0.0
Cc1noc(C)c1NC(=O)Nc1ccc2c(c1)C(=O)N([C@@H](C)CO)C[C@H](C)[C@@H](CN(C)C(=O)C1CCCCC1)OCCCC[C@@H](C)O2,·,-0.1
C[C@H](NC(=O)C[C@H]1CC[C@H](NC(=O)c2cccnc2)[C@@H](CO)O1)c1ccccc1,1,0.0
C[C@@H]1CCCCO[C@H](CN(C)S(=O)(=O)c2ccc(Cl)cc2)[C@@H](C)CN([C@@H](C)CO)C(=O)c2cc(NS(C)(=O)=O)ccc2O1,·,1.2
COc1ccc(NC(=O)N(C)C[C@H]2Oc3ccc(N(C)C)cc3C(=O)N([C@@H](C)CO)C[C@H]2C)cc1,-1,-0.3
CCCC#Cc1ccc2c(c1)O[C@H](CN(C)Cc1cccnc1)[C@H](C)CN([C@H](C)CO)S2(=O)=O,·,5.9
C[C@@H]1CN([C@@H](C)CO)C(=O)c2cc(-c3ccncc3)cnc2O[C@@H]1CN(C)C(=O)C1CCOCC1,-2,0.0
COc1ccc2cc(C(=O)Nc3ccc(O)cc3)sc(=O)c2c1OC,-5,1.1
C[C@H](CO)N1C[C@H](C)[C@H](CN(C)C(=O)Nc2cccc3ccccc23)Oc2c(NC(=O)Nc3ccccc3)cccc2C1=O,2,·
Cc1ccc(OCC(=O)Nc2ccc(Cl)c(-c3nc4ccccc4s3)c2)cc1,4,0.1
C[C@@H]1CCCCO[C@@H](CN(C)Cc2ccncc2)[C@H](C)CN([C@@H](C)CO)C(=O)c2cc(NC(=O)NC3CCCCC3)ccc2O1,6,8.0
C[C@H](CO)N1C[C@H](C)[C@@H](CN(C)C(=O)C2CC2)Oc2ncc(C#CCc3ccccc3)cc2C1=O,-33,1.4
COCC(=O)Nc1ccc2c(c1)C(=O)N(C)C[C@@H](OC)[C@@H](C)CN(CC1CC1)[C@H](C)CO2,-6,0.0
COc1ccc(S(=O)(=O)N(C)C[C@H]2Oc3c(NC(=O)CCCCCC(=O)Nc4ccccc4N)cccc3C(=O)N([C@@H](C)CO)C[C@H]2C)cc1,16,·
C[C@H](O)C#Cc1ccc2c(c1)O[C@@H](CN(C)C)[C@@H](C)CN([C@H](C)CO)S2(=O)=O,·,0.2
C[C@H]1CN([C@@H](C)CO)C(=O)c2cccc(NS(C)(=O)=O)c2O[C@H]1CN(C)C(=O)Nc1ccccc1,3,0.4
COc1cc([N+](=O)[O-])ccc1NC(=S)NCc1cccnc1,-8,-0.3
C[C@H]1CN([C@@H](C)CO)C(=O)c2cccc(NC(=O)Nc3ccc(C(F)(F)F)cc3)c2O[C@@H]1CN(C)C(=O)Nc1cccc2ccccc12,·,0.7
C[C@@H]1CN([C@@H](C)CO)C(=O)c2cc(C#CCN(C)C)cnc2O[C@@H]1CN(C)C(=O)c1ccc2c(c1)OCO2,10,-0.1
Cc1cc([N+](=O)[O-])ccc1NC(=O)CSc1nnc(-c2ccc(Br)cc2)o1,0,0.5
C[C@H]1CN([C@@H](C)CO)C(=O)c2cccc(NS(=O)(=O)c3ccccc3)c2O[C@@H]1CN(C)C(=O)Nc1ccccc1,6,-1.2
